# Bioassay records from PubChem BioAssay.
# GlmU inhibition = inhibition of mycobacterial GlmU enzyme – biochemical, glucosamine-1-phosphate acetyltransferase (AID 1376); Bifunctional protein GlmU (Mycobacterium tuberculosis (strain ATCC 25618 / H37Rv)); M. tuberculosis GlmU acetyltransferase enzyme assay; higher % means a stronger effect; inhibition, %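 (tested at 30 µM in the primary screen)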, or IC50 in µM where a hit was titrated; 0.25% of 220,000 active; in the data active = inhibition above about 13%;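 also: 0% = complete reaction with vehicle and 100% = reaction without substrate; strong numbers were not always called active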
# Mtb RmlCD inh = M. tuberculosis RmlC/RmlD coupled enzyme inhibitors, primary screen, biochemical, compound mixtures, 384-well, from 1536-well plates | RmlC+RmlD coupled enzyme assay, percent inhibition; primary screen in compound mixtures | inhibition, % at 3.6 µM | 0.03% of 160,000 active; in the data active = inhibition mostly above about 34%, no sharp cut-off; also: some results filed as inactive read as strong as hits
# Target sequence (P9WH09 whole entry, looked up): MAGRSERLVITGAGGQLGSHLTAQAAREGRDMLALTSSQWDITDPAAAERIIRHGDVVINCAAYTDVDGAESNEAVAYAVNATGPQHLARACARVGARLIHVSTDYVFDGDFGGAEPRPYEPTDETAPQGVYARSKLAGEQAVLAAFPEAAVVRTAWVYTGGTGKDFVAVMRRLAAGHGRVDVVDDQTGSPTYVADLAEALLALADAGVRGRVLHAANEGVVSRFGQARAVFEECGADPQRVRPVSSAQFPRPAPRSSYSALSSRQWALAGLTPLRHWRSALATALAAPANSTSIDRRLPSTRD
# Target sequence (P9WH11 whole entry, looked up): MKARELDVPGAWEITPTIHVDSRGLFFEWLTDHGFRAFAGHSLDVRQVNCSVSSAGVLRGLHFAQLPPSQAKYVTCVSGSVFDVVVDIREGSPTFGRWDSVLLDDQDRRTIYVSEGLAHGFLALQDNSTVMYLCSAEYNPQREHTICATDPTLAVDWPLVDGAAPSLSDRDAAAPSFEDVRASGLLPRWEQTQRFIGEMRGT
# * = called active by the depositor; . = not tested or not shown. A portion of the library, so the mix of outcomes need not match the whole.
SMILES,GlmU inhibition,Mtb RmlCD inh
CC(C)CC[n+]1ccn(-c2nc3ccccc3nc2[N-]S(=O)(=O)c2ccccc2)c1,-0.8%,1.1
COC(=O)c1ccccc1NC(=O)c1ccc(NS(C)(=O)=O)cc1,1.2%,2.9
Cc1cc(Cl)ccc1NC(=S)Nc1cccnc1,1.0%,-15.8
COc1ccc(C2=Nn3c(nnc3-c3ccccc3)SC2)cc1OC,1.6%,.
Cc1cc(Nc2ccccc2)nn1C(=O)c1ccc(Br)cc1,-6.1%,-0.2
Clc1ccc(-c2nnc(-c3ccco3)nc2N2CCCCC2)cc1,-2.4%,-9.9
O=C(NCc1ccccn1)C(=O)NCc1ccccn1,-4.2%,4.5
COC(=O)c1ccc(-n2nnnc2SCC(=O)Nc2ccccc2OC)cc1,3.7%,.
O=C(N/N=C/c1c[nH]c2ccc(Br)cc12)c1ccn(Cc2ccc(Cl)cc2Cl)n1,5.1%,64.7
Cc1cccc(/C(N)=N/OC(=O)Cc2cccc3ccccc23)c1,-0.9%,-8.1
C/C(=N\NC(=O)c1cc(-c2cccc([N+](=O)[O-])c2)n[nH]1)c1ccc(F)cc1,2.9%,21.7
COc1ccc(C(=O)N2CCN(c3cccc(Cl)c3)CC2)c(OC)c1,0.3%,.
CC(C)CSc1ncc(-c2cccc(C(F)(F)F)c2)cn1,4.9%,-10.1
COc1ccc(CN2CCC(N(CCc3ccccc3)Cc3ccccc3)CC2)c(OC)c1,-1.9%,3.3
Cc1cc(C)c2c(c1)c(C)cc1nnc(SCC(=O)NCc3ccco3)n12,4.1%,44.1
Cc1ccc(S(=O)(=O)NCC2(c3ccccc3)CCOCC2)cc1,-6.5%,13.6
CCCCSC1=C(C#N)C(c2ccccc2C)C(C(=O)OCC)C(=O)N1 (stereo unspecified),-1.8%,-4.4
Cc1c(/C=N/NC(=O)CNc2ccccc2)c2ccccn2c1C(=O)c1ccccc1,4.0%,17.7
COc1ccc(-c2noc(CSc3ccccc3)n2)cc1OC,1.5%,-7.2
CCC(C)NCC(=O)Nc1ccc(-c2nc3cc(NC(=O)CNC(C)CC)ccc3o2)cc1 (stereo unspecified),5.5%,8.6
NC(=O)CN1N=C(c2cc(Cl)sc2Cl)CSC1=O,-2.3%,.
CCn1c2ccccc2c2nnc(SCC(=O)Nc3c(C)n(C)n(-c4ccccc4)c3=O)nc21,6.1%,-3.2
O=C(Cc1ccccc1)Nc1nc2ccccc2s1,0.3%,.
O=C(NN1C(=O)c2ccccc2NC1c1ccc([N+](=O)[O-])o1)c1ccccc1 (stereo unspecified),-4.3%,23.1
O=C(C1=C[C@H](c2ccc(Br)cc2)C[C@H](OCc2ccc(CO)cc2)O1)N1CCN(Cc2ccc3c(c2)OCO3)CC1,2.8%,.
Cn1c(=O)c2[nH]c(Nc3ccccc3)nc2n(C)c1=O,0.5%,-14.8
COc1ccc(-c2ccc([C@H]3[C@H]4C=CC[C@@H](C)[C@@H]4C(=O)N3Cc3ccccc3)c(F)c2)cc1OC,-1.6%,.
COc1ccc(-c2nnn(Cc3nc(N)nc(N4CCCCC4)n3)n2)cc1,-0.1%,.
Cc1ccc(NC(=O)CN(c2ccc3c(c2)OCO3)S(=O)(=O)c2c(C)n[nH]c2C)cc1,3.7%,5.0
CCOC(=O)N1CCN(C(=O)CSc2nnc(Cn3c(=O)sc4ccccc43)n2C)CC1,-0.1%,3.5
CCN(CC)C(=O)c1c(Cl)nc(C)c([N+](=O)[O-])c1C,-1.9%,-4.9
CCc1cc2c(=O)c(-c3cnn(-c4ccccc4)c3)c(C)oc2c(CN2CCCCC2)c1O,-1.8%,25.4
O=C(CSc1nc2ccccc2n1CCc1ccccc1)NC1CC1,0.1%,-7.5
Cc1ccc(/C=N/NC(=O)c2csc(C)c2)o1,1.7%,.
Cc1cc(C)n(-c2nc3ccccc3n3nnnc23)n1,-3.9%,-7.4
COc1cc(/C=C/C(=O)O)cc2c1OCCO2,0.4%,25.0
O=C(NCc1cccc(C(F)(F)F)c1)C1CC(c2ccc(C(F)(F)F)cc2)=NO1 (stereo unspecified),4.9%,.
NC(=O)c1c(NC(=O)COC(=O)c2ccc(S(=O)(=O)Nc3ccccc3)cc2)sc2c1CCCC2,0.3%,9.2
O=CN1CCN(C(=O)Cc2ccc([N+](=O)[O-])cc2)CC1,-9.0%,-10.9
Cc1noc(C)c1CS(=O)(=O)c1ccc([N+](=O)[O-])cc1,-0.1%,.

# Random excerpt: 3 entries already listed.
SMILES,GlmU inhibition,Mtb RmlCD inh
Cc1ccc(NC(=O)CN(c2ccc3c(c2)OCO3)S(=O)(=O)c2c(C)n[nH]c2C)cc1,3.7%,5.0
NC(=O)c1c(NC(=O)COC(=O)c2ccc(S(=O)(=O)Nc3ccccc3)cc2)sc2c1CCCC2,0.3%,9.2
Cn1c(=O)c2[nH]c(Nc3ccccc3)nc2n(C)c1=O,0.5%,-14.8

# The list continues:
SMILES,GlmU inhibition,Mtb RmlCD inh
CC(C)C(=O)Nc1c(-c2cccs2)c(=O)c2ccccc2n1C,2.3%,.
Cc1c([N+](=O)[O-])c(C(=O)N2CCCC2)nn1C,-0.9%,.
CCOC(=O)c1c(-c2ccc(Cl)cc2)cn2ccccc12,5.6%,11.8
O=C1c2ccccc2C(O)(Cc2ccccc2)N1c1ccc2c(c1)OCO2 (stereo unspecified),-2.8%,.
CCOC(=O)c1c(-c2ccccc2)csc1NC(=O)c1cc2ccccc2oc1=O,-6.2%,29.3
C=CCSc1nnc(NC(=O)c2cccc(S(=O)(=O)N(C)c3ccccc3)c2)s1,4.6%,4.5
COc1ccc(CCNC(=O)COC(=O)CCC(=O)c2ccc(F)cc2)cc1,1.1%,-6.7
Cc1cccc(OCC(=O)Nc2ccccc2C(=O)N2CCOCC2)c1,4.0%,.
C/C(=N/n1cnnc1)c1cccnc1,-0.9%,-2.8
CCOC(=O)c1cc(=O)[nH]c2ccccc12,8.0%,6.7
COc1ccc(Sc2nc(-c3ccccc3)ncc2C(=O)O)cc1,-2.8%,.
COc1cc2nc(SCc3ccc(Cl)cc3Cl)n(Cc3cccs3)c(=N)c2cc1OC,-1.1%,.
COC(=O)c1c(C)noc1-c1ccc(Cl)cc1,1.4%,-4.0
Cn1cnnc1SCC(=O)Nc1ccc2nc(SCc3cccc4ccccc34)sc2c1,-12.0%,8.3
CC1(C)CC(=O)C=C(OC(=O)c2ccc(Cl)cc2)C1,-1.9%,8.1
COc1cccc(CN2CCCC(C(=O)c3ccccc3SC)C2)c1O (stereo unspecified),-0.4%,-8.8
COc1ccc(N2CCN(C(=O)c3cc4c(s3)-c3ccccc3S(=O)(=O)C4)CC2)cc1,-0.2%,10.6
Cc1cccc(N2CCN(C(=O)c3cn(C)c(=O)c4c3c3ccccc3n4C)CC2)c1C,.,3.1
CCC(C)NC(=O)CSc1n[nH]c(-c2cc(Cl)ccc2OC)n1 (stereo unspecified),3.1%,-4.8
Cc1cc(-c2nnc(SCC(=O)Nc3ccccc3Cl)n2C)no1,.,9.2

# 5 entries from above, as tab-separated lines:
Structure	GlmU inhibition	Mtb RmlCD inh
O=CN1CCN(C(=O)Cc2ccc([N+](=O)[O-])cc2)CC1	-9.0%	-10.9
Cc1noc(C)c1CS(=O)(=O)c1ccc([N+](=O)[O-])cc1	-0.1%	.
CC(C)C(=O)Nc1c(-c2cccs2)c(=O)c2ccccc2n1C	2.3%	.
Cc1c([N+](=O)[O-])c(C(=O)N2CCCC2)nn1C	-0.9%	.
CCOC(=O)c1c(-c2ccc(Cl)cc2)cn2ccccc12	5.6%	11.8

# Continuation:
SMILES,GlmU inhibition,Mtb RmlCD inh
O=C(CCN1C(=O)/C(=C/c2cccs2)SC1=S)NNC(=O)c1cccc(O)c1,2.8%,0.1
COCc1[nH]nc2c1C1(CCC3(CC1)OCCO3)C(C#N)=C(N)O2,5.7%,7.9
Cc1c(N=CN2CCOCC2)c(=O)n(C)c(=O)n1C,-5.5%,-6.1
CCn1c(SCC(=O)O)nnc1-c1cc2c(C)nn(-c3ccccc3)c2s1,5.4%,-8.8
O=C(Nc1ccc(F)cc1)NC1(C(=O)NCc2ccco2)CCCCC1,3.3%,73.0
CCOC(=O)C1CCCN(Cc2sccc2C)C1 (stereo unspecified),2.4%,.
CCOC(=O)CC(=O)Nc1cc(Cl)ccc1O,-0.4%,-8.1
COCCCN1C(=O)C(=O)/C(=C(/O)c2ccc(OC)cc2C)C1c1cccnc1 (stereo unspecified),-3.8%,.
Cc1cccc(Nc2nc(N3CCN(C)CC3)nc(N)c2[N+](=O)[O-])c1,-4.7%,-8.3
Cc1ccc(NC(=O)COC(=O)c2ccc3c(c2)OCCO3)cc1S(=O)(=O)N1CCOCC1,-1.8%,-4.8
Cc1cc(Br)ccc1SCC(=O)OCC(=O)N1CCN(C(=O)c2ccco2)CC1,-0.9%,.
COc1ccc(CC(=O)NCc2n[nH]c(=S)n2C)cc1,0.3%,6.1
Cc1ccc(Cl)cc1NC(=O)COC(=O)c1ccc(COc2ccc3c(C)cc(=O)oc3c2)cc1,-0.5%,8.9
Cc1c(NC(=S)NC(=O)Cc2ccccc2)cccc1C(=O)O,4.7%,11.3
CC1(C(=O)N(Cc2ccccc2)Cc2ccccc2)CC1(Br)Br (stereo unspecified),2.9%,.
Cc1cc(C)nc(Sc2ccc(/C=C(\C#N)C(=O)Nc3ccccc3)o2)n1,-0.9%,.
COc1ccc2c(CC(=O)OCC(=O)Nc3cc(C)c(C)cc3[N+](=O)[O-])coc2c1,9.2%,-8.4
COc1cccc(NC(=O)CN2CCN(c3ccccc3F)CC2)c1,-0.5%,.
COC(=O)c1ccc(Cl)c(NC(=O)c2ccc(-c3ccccc3)cc2)c1,5.5%,.
Cc1cc(C)c(NC(=O)C(C)Sc2nc3ccc(N4C(=O)c5ccccc5C4=O)cc3s2)c(C)c1 (stereo unspecified),-0.8%,10.1

# 5 entries out of the list, arranged by formula weight, high to low.
SMILES,GlmU inhibition,Mtb RmlCD inh
Cc1cc(C)nc(Sc2ccc(/C=C(\C#N)C(=O)Nc3ccccc3)o2)n1,-0.9%,.
COC(=O)c1ccc(Cl)c(NC(=O)c2ccc(-c3ccccc3)cc2)c1,5.5%,.
Cc1c(NC(=S)NC(=O)Cc2ccccc2)cccc1C(=O)O,4.7%,11.3
CCOC(=O)C1CCCN(Cc2sccc2C)C1 (stereo unspecified),2.4%,.
Cc1c(N=CN2CCOCC2)c(=O)n(C)c(=O)n1C,-5.5%,-6.1

# The list continues:
SMILES,GlmU inhibition,Mtb RmlCD inh
COc1ccccc1NS(=O)(=O)c1ccc2oc(SCc3ccc(F)cc3)nc2c1,1.0%,4.3
Cc1cc(C)n(C(=O)Cc2cn3ccsc3n2)n1,4.3%,.
CCOC(=O)CSC1=C(C#N)C(c2ccc(F)cc2)C(C(C)=O)=C(C)N1 (stereo unspecified),4.5%,.
O=C1N[C@@H](Cc2cn(S(=O)(=O)c3ccc(F)cc3)c3ccccc23)C(=O)N[C@H]1Cc1ccccc1,3.2%,.
Brc1ccc2c(c1)C(c1cccs1)=NNC(c1cccnc1)=N2,2.8%,-6.5
O=C(COc1ccccc1Cc1ccccc1)NCCCN1CCOCC1,-2.2%,.
COc1ccccc1OCCCCOc1ccccc1C(C)=O,1.0%,.
COc1cc(C(=O)NCCC(=O)NCCN2CCCCCC2)cc(OC)c1OC,-2.8%,-11.6
COc1ccc(C(C(O)C(=O)c2c[nH]c3ccccc23)N2CCN(c3ccc(OC)cc3)CC2)cc1 (stereo unspecified),6.7%,3.0
COc1ccc(S(=O)(=O)N2CCN(C(=O)c3cccs3)CC2)cc1,0.2%,22.2
NC1=NC2(CCCCC2)n2c(nc3ccccc32)N1,-5.5%,-2.3
COc1ccccc1NC(=O)c1oc2ccccc2c1NC(=O)c1ccco1,-1.9%,2.8
COc1cccc(C2C3=C(N=c4s/c(=C\c5ccc(O)cc5)c(=O)n42)c2ccccc2CC3)c1OC (stereo unspecified),-1.0%,4.4
O=C(CSc1nc2ccc([N+](=O)[O-])cc2[nH]1)NC1CCCCC1,-3.0%,11.5
O=C(Cc1ccc(Cl)cc1)Nc1ccc(N2CCCC2)cc1,-1.8%,15.3
O=C(CSc1nnc(COc2ccc(Cl)cc2)o1)N1c2ccccc2CCc2ccccc21,1.5%,.
Cc1cc(CNC(=O)COc2ccccc2F)c2ccccc2n1,-3.3%,10.4
COc1ccccc1C/C(N)=N/O,0.2%,5.3
O=C(Cc1ccc(O)cc1)NCCNC(=S)NCc1ccccc1,0.6%,-17.7
O=C1c2cccc3cccc(c23)C(=O)N1OS(=O)(=O)c1ccc(Br)cc1,-1.3%,-1.5
C=CCSC1=N/C(=C\c2ccsc2)C(=O)S1,4.8%,108.4
O=C(/C=C/c1ccc(Cl)c([N+](=O)[O-])c1)c1cccnc1,1.4%,.
COCCn1c(=O)[nH]c2cc(C(=O)NC3CCCCCC3)ccc2c1=O,6.4%,75.7
COc1ccc2c(c1)c(=O)oc1cc(O)ccc12,2.2%,-9.3
CCN(CC)CCNC(=O)c1c(O)c2c([nH]c1=O)CCCC2,-4.3%,.
COc1cccc(NC(=O)c2ccc3c(SCC(=O)O)c4c(nc3c2)CCCC4)c1,-2.5%,12.0
CCC1(C(=O)OC)NC(c2ccco2)C2C(=O)N(c3ccc(C)cc3)C(=O)C21 (stereo unspecified),-0.1%,-9.2
Cc1csc(C(=O)O)c1NC(=O)c1cccc([N+](=O)[O-])c1,-0.2%,56.7
CCO[C@@H]1OC(C(=O)N2CCN(C)CC2)=C[C@H](C2CCCCC2)[C@H]1CCCO,1.5%,.
CN(C)S(=O)(=O)N1CCC(C(=O)O)(c2ccccc2)CC1,-3.0%,6.8
CCc1ccc(N(C(=O)c2csnn2)C(C(=O)NC(C)(C)C)c2cccnc2)cc1 (stereo unspecified),2.3%,-6.7
CC1(C)CC(=O)CC2(C1)NCC(c1ccccc1Cl)c1c2[nH]c2ccccc12 (stereo unspecified),-5.9%,-17.6
O=C(NCCCN1CCN(C2CCCCC2)CC1)Nc1ccccc1C(F)(F)F,8.3%,.
